POLH inh – qHTS for Inhibitors of Polymerase Eta. recombinant Pol eta, fluorescent DNA replication assay. Potency, µM (top dose mostly 114 µM), without a hit: top-dose activity change, negative = inhibition, most hits filed as inhibitors. AID 588591, 2011. DNA polymerase eta (Homo sapiens), Q9Y253. 390,000 compounds, 1.2% hits; note: potency is the fitted concentration of half-maximal effect; % is set by controls: 0 for no effect and ±100 for the full control effect
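Pol eta (10 nM) was preincubated with compounds for 15 min at room temperature, after which fluorescent replication substrate (50 nM final) was added to start the reaction. Fluorescence was read kinetically at 0 and 10 min.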
JMJD2A Tudor inh – qHTS Assay for Inhibitors of JMJD2A-Tudor Domain; Lysine-specific demethylase 4A (Homo sapiens), O75164; AlphaScreen JMJD2A-Tudor / H3K4me3 peptide binding; Potency, µM (titrated, usually from 114 µM), for the others: at the top dose activity change, negative = inhibition, most hits filed as inhibitors; 390,000 compounds, 4.4% hits; note: potency is the fitted concentration of half-maximal effect; % is set by controls: 0 for no effect and ±100 for the full control effect; nearly all actives have a fitted effect of over 50% in size
G9a inh – qHTS Assay for Inhibitors of Histone Lysine Methyltransferase G9a | G9a H3K9 monomethylation, AlphaScreen, 2 h | Potency, µM (doses to about 102 µM), for inactives: top-dose activity, negative = inhibition, most hits filed as inhibitors | 350,000 compounds, 8.8% hits | AID 504332, 2011; note: potency is the fitted concentration of half-maximal effect; % is set by controls: 0 for no effect and ±100 for the full control effect; nearly all actives have a fitted effect of over 75% in size
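Methyltransferase reactions run at room temperature for 2 h (20 nM enzyme, 500 nM biotin-H3K9 peptide, 20 uM SAM) after a 15 min compound preincubation; product detected by AlphaScreen beads and anti-H3K9me1 antibody.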
GLS inh – qHTS for Inhibitors of Glutaminase (GLS). GLS enzymatic activity, qHTS titration. Potency, µM (top dose mostly 45.5 µM), inactives show at the top dose activity change, negative = inhibition, hits mostly inhibitors. 410,000 compounds, 0.21% hits. AID 624170, 2012; note: potency is the fitted concentration of half-maximal effect; % is set by controls: 0 for no effect and ±100 for the full control effect
Target sequence (O94925 whole entry, looked up): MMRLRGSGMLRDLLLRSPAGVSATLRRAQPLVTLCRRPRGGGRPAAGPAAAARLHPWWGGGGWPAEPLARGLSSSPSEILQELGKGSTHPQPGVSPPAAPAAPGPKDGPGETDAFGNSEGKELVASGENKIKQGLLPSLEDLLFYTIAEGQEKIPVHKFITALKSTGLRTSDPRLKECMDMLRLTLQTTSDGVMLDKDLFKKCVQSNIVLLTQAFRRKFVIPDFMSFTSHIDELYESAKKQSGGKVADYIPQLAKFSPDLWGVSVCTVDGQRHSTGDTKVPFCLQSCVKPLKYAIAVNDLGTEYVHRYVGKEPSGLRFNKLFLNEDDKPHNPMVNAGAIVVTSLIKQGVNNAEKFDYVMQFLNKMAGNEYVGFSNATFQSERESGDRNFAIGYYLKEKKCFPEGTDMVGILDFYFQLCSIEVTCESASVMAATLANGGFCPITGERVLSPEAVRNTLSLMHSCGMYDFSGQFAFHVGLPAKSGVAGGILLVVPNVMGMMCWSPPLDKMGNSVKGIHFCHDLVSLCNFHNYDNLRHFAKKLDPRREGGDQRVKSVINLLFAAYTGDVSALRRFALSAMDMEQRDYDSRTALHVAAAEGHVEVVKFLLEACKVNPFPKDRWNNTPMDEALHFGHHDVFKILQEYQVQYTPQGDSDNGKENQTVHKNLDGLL
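Coupled fluorescence readout: glutamate oxidase/HRP/Amplex Red detect glutamate formed by hKGA from L-glutamine (1 mM solution added). Buffer 45 mM KH2PO4 pH 8.2, 0.02% Tween-20; reads at t0 and 30 min RT.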
HP1b chromo inh – HTS for Inhibitors of HP1-beta Chromodomain Interactions with Methylated Histone Tails; Chromobox protein homolog 1 (Homo sapiens), P83916; AlphaScreen HP1-beta / biotin-H3K9me3 peptide binding; Potency, µM (series often up to 114 µM), for inactives: at the top dose activity change, negative = inhibition, actives largely listed as inhibitors; 390,000 compounds, 0.56% hits; note: potency is the fitted concentration of half-maximal effect; nearly all actives have a fitted effect of over 70% in size; inactives centre near 23
Target sequence (P83916 whole entry, looked up): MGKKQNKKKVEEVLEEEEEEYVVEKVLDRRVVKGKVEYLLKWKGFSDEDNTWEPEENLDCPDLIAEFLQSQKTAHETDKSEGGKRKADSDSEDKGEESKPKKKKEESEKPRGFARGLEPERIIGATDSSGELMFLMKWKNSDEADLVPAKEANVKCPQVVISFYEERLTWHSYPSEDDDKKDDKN
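AlphaScreen: HP1-beta (50 nM) preformed 30 min with biotin-H3(1-18)K9me3 peptide (50 nM) in PBS pH 7.4, 0.01% Tween-20. Compound added for 30 min at RT, then streptavidin donor/nickel chelate acceptor beads (10 ug/mL) for 30 min.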
BAZ2B inh – qHTS Assay for Inhibitors of BAZ2B. Bromodomain adjacent to zinc finger domain protein 2B (Homo sapiens), Q9UIF8. AlphaScreen BAZ2B-H3K14Ac peptide displacement. Potency, µM (titrated, usually from 114 µM), inactives show top-dose activity change, negative = inhibition, usual class: inhibitors. 360,000 compounds, 4.4% hits; note: potency is the fitted concentration of half-maximal effect; % is set by controls: 0 for no effect and ±100 for the full control effect; nearly all actives have a fitted effect of over 60% in size
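AlphaScreen luminescence quantifies BAZ2B engagement of H3K14Ac peptide; the protein and biotinylated peptide are both at 50 nM final, buffer PBS pH 7.4 with 0.01% Tween-20, all steps at room temperature.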
PI4K2A inh – qHTS for small molecular inhibitors of PI4K2A; purified PI4K2A, ADP-Glo luminescence, 1 h; stronger effect = lower value; 420,000 compounds, 0.13% hits; activity change, negative = inhibition, % at 76.9 µM; Phosphatidylinositol 4-kinase type 2-alpha (Homo sapiens), Q9BTU6; in the data active = activity change below about -50%; inconclusive = mostly about -30% to -49%;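 note: -100% = wells without enzyme as full effect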
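In this quantitative HTS, ADP production by PI4K2A was quantified luminescently after 1 h at ambient temperature; 100 microM adenosine served as plate-quality control.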
Tb PGK inh – qHTS Assay to Find Inhibitors of Phosphoglycerate Kinase; Phosphoglycerate kinase, glycosomal (Trypanosoma brucei brucei), P07378; PGK/GAPDH coupled, Kinase-Glo luminescence, 60 min; Potency, µM (series often up to 57.5 µM), for inactives: at the top dose activity change, negative = inhibition, hits mostly inhibitors; 380,000 compounds, 0.043% hits; AID 602233, 2012; note: potency is the fitted concentration of half-maximal effect; % is set by controls: 0 for no effect and ±100 for the full control effect; nearly all actives have a fitted effect of over 60% in size
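Recombinant glycosomal PGK reaction used 1,3-bisphosphoglycerate generated in-well by GAPDH (100nM final) in 100mM TEA pH 7.6, 5mM MgCl2, 0.01% Tween-20. After 60 minutes at room temperature, ATP was read by Kinase-Glo Plus luminescence end-point.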
Pin1 inhibitor – qHTS Assay to Find Inhibitors of Pin1; Peptidyl-prolyl cis-trans isomerase NIMA-interacting 1 (Homo sapiens), Q13526; Pin1 FP peptide displacement, HiFluor488, 10 min; Potency, µM (highest dose often 115 µM), without a hit: at the highest dose activity, negative = inhibition, usual class: inhibitors; 390,000 compounds, 0.009% hits; AID 504891, 2011; active = well fitted inhibition curve with a large enough effect in the polarisation, with a control signal flat, not every such curve was filed as active; inconclusive = small, poorly fitted or top-dose-only effect, or effect the other way, or a change in a side signal; inactive = no such curve, though single readings can be large or run the other way; the % refers to the polarisation; note: potency is the fitted concentration of half-maximal effect; % is set by controls: 0 for no effect and ±100 for the full control effect
Target sequence (Q13526 whole entry, looked up): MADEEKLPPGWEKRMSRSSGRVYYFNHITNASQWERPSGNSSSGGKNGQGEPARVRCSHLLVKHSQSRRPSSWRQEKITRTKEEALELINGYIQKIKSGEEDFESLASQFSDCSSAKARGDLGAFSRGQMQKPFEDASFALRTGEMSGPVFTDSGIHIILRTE
* marks the source's active call; other numbers are inactive results; i = inactive; u = inconclusive; x = no result given; [ ] = remark or other dose. Unless noted, calls come from the whole dose curve; as a rule, active = well fitted curve in the direction sought with a large enough effect; inconclusive = small, poorly fitted or top-dose-only effect, or another doubt; inactive = no such curve, though single readings can be large; an effect the other way counts as inactive or inconclusive. Only part of the results is shown. The share of hits here may be higher or lower than overall.

Tb PGK inh,POLH inh,HP1b chromo inh,JMJD2A Tudor inh,Pin1 inhibitor,G9a inh,PI4K2A inh,BAZ2B inh,GLS inh,compound
x,-13%,32%,-17%,-15%,-22%[59 µM],-7,-4%,4%,c1ccc2[nH]c(CN3CCCCC3)nc2c1
0%,-21%,23%,-9%,-5%,26%[59 µM],2,-3%,-12%,CC(C)CCNC(=O)c1onc(CSc2ccncc2)c1C(=O)NCCC(C)C
3%,-10%,30%,-19%,4%,x,7,x,43%[activator],C[C@@H]1CN([C@@H](C)CO)C(=O)c2cc(N(C)C)ccc2O[C@@H]1CN(C)S(C)(=O)=O
-8%,-17%,15%,-10%,-10%,-4%[59 µM],-1,3%,0%,CCc1ccc(S(=O)(=O)c2nnn3c2nc(Nc2cc(OC)cc(OC)c2)c2cc(Cl)ccc23)cc1
-8%,-13%,60%[activator],0%,1%,27%[12.7 µM],-4,4%,-5%,Fc1cccc(Nc2ncnc3c2cnn3-c2ccccc2)c1
13%,-17%,8%,-8%,0%,13%[12.7 µM],2,-23%,0%,Cc1ccc(CN2CCN(Cc3cnn(-c4ccc(F)cc4)c3)CC2CCO)o1 (stereo not given)
-8%,-11%,12%,-7%,4%,4%[59 µM],-1,-9%,8%,CCOc1ccccc1NC(=O)CC1C(=O)NCCN1C(=O)c1ccc(F)cc1 (stereo not given)
-4%,-7%,69%[activator],-1%[57.1 µM],u,-10%[12.7 µM],3,-5%,-4%,CCOc1ccc2nc(NCCNC(=O)Nc3ccccc3)c(C#N)cc2c1
2%,-5%,30%,-15%,-4%,14%,-12,-5%,0%,COc1cccc(C(=O)NCC(=O)N/N=C/c2cn[nH]c2-c2ccccc2)c1
-11%,0%,24%,1%,-1%,5%[12.7 µM],-2,9%,7%,O=C(O)c1cccc(OS(=O)(=O)c2cc(Br)ccc2Br)c1
13%,-17%,27%,13%,2%,-9%[59 µM],3,5%,-10%,COc1ccc(C(=O)c2ccc(Br)cc2)cc1
-2%,-12%,44%[activator],-8%,9%,-3%[12.7 µM],3,2%,1%,Cn1c2cc(C#N)sc2c2cnn(Cc3ccc(F)cc3)c(=O)c21
-9%,-18%,-4%,-17%,-5%,-15%,1,5%,-7%,O=C(c1cc(-c2ccc(O)cc2)on1)N1CCCCCC1
i,-20%,46%[activator],-1%,-3%,4%[12.7 µM],-4,-5%,-1%,Cc1ccc(SCC(=O)NCC2COc3ccccc3O2)cc1 (stereo not given)
7%,-14%,-6%,-25%,-2%,-15%,2,-12%,6%,COc1ccc(OCc2cc(C(=O)N3CCN(C4CCCC4)CC3)no2)c(Cl)c1
i,-11%,33%,-6%,-11%,-5%,-4,1%,-1%,Cc1ccc(NC(=O)C2CCCN(S(=O)(=O)c3c(C)noc3C)C2)cc1F (stereo not given)
1%,-6%,29%,-12%,0%,x,3,x,4%,O=S(=O)(/N=C(/Nc1cccnc1Cl)c1ccccc1)c1ccccc1
3%,-23%,44%,-12%,-2%,-1%[59 µM],-1,-1%,-1%,CN1C(=O)/C(=C/c2ccccc2OCc2ccc(F)cc2)N(C)C1=S
-3%,-18%,29%,1%,1%,-3%[59 µM],-1,-4%,-5%,O=C(CSc1nnc(CCc2nc3ccccc3[nH]2)n1-c1ccccc1)NCc1ccccc1
-12%,-20%,64%[activator],-12%,-4%,-10%[59 µM],-11,-3%,-1%,Cc1ccc(P(=O)(CSC(=N)N)c2ccc(C)cc2)cc1
-5%,-10%,6%,-8%,0%,56µM*,-6,1%,9%,CCCCn1c(N)c(N(CCOC)C(=O)CSCc2ccc(Cl)c(Cl)c2)c(=O)[nH]c1=O
-6%,-21%,33%,-11%,-4%,-1%,1,1%,2%,COc1ccc(Cl)cc1NC(=O)CNc1ccccc1N1CCOCC1
-11%,-16%,41%[activator],-1%,-2%,13%[59 µM],4,11%,-1%,O=C(Cn1nc(C(F)(F)F)cc1C1CC1)Nc1ccccc1F
-5%,-7%,30%,-18%,1%,57%[activator],-2,u,-5%,S=C(NCCCc1ccccc1)NC1CCCCC1
-1%,0%,29%,-8%,6%,-1%[59 µM],0,4%,6%,O=C1c2ccccc2-c2c1cccc2C(=O)N1CCOCC1

Reformatted: 7 of the compounds above.
The line under a structure holds: Tb PGK inh, POLH inh, HP1b chromo inh, JMJD2A Tudor inh, Pin1 inhibitor, G9a inh, PI4K2A inh, BAZ2B inh, GLS inh
O=C(CSc1nnc(CCc2nc3ccccc3[nH]2)n1-c1ccccc1)NCc1ccccc1
 : -3%, -18%, 29%, 1%, 1%, -3%[59 µM], -1, -4%, -5%
Cc1ccc(P(=O)(CSC(=N)N)c2ccc(C)cc2)cc1
 : -12%, -20%, 64%[activator], -12%, -4%, -10%[59 µM], -11, -3%, -1%
CCCCn1c(N)c(N(CCOC)C(=O)CSCc2ccc(Cl)c(Cl)c2)c(=O)[nH]c1=O
 : -5%, -10%, 6%, -8%, 0%, 56µM*, -6, 1%, 9%
COc1ccc(Cl)cc1NC(=O)CNc1ccccc1N1CCOCC1
 : -6%, -21%, 33%, -11%, -4%, -1%, 1, 1%, 2%
O=C(Cn1nc(C(F)(F)F)cc1C1CC1)Nc1ccccc1F
 : -11%, -16%, 41%[activator], -1%, -2%, 13%[59 µM], 4, 11%, -1%
S=C(NCCCc1ccccc1)NC1CCCCC1
 : -5%, -7%, 30%, -18%, 1%, 57%[activator], -2, u, -5%
O=C1c2ccccc2-c2c1cccc2C(=O)N1CCOCC1
 : -1%, 0%, 29%, -8%, 6%, -1%[59 µM], 0, 4%, 6%

(further entries)
Tb PGK inh,POLH inh,HP1b chromo inh,JMJD2A Tudor inh,Pin1 inhibitor,G9a inh,PI4K2A inh,BAZ2B inh,GLS inh,compound
-11%,-11%,25%,u,-9%,u,-1,-32%,62%[activator],O=C(O)c1cc(S(=O)(=O)N2CCN(C(c3ccccc3)c3ccccc3)CC2)ccc1Cl
4%,-12%,18%,-14%,-2%,-5%[59 µM],-3,2%,1%,O=C(CCN1C(=O)C2C3C=CC(C3)C2C1=O)Nc1ccccn1 (stereo not given)
-1%,-6%,28%,1%,10%,-28%[59 µM],-1,1%,-5%,COc1ccccc1NC(=O)C1=C(C)Nc2nc(SCc3ccccc3Cl)nn2C1c1ccccn1 (stereo not given)
5%,-6%,6%,-22%,7%,5%[12.7 µM],-2,-23%,18%,CCC1CCc2sc(C(=O)NNC(=S)NCC3CCCO3)cc2C1 (stereo not given)
i,-8%,14%,-19%,-1%,x,1,-9%,9%,CCCCOc1ccc(C(=O)NCC(=O)NC(C)CCc2ccccc2)cc1 (stereo not given)
10%,0%,26%,0%,-11%,u,-2,-3%,1%,Cc1ccc2nc(CN3CCN(C(=O)Nc4cccc(C)c4C)CC3)oc2c1
5%,6%,21%,-1%,-1%,-8%,3,12%,4%,O=C(c1ccc(S(=O)(=O)Nc2ccccc2F)cc1)N1CCC1
-2%,-11%,27%,-4%,-1%,-18%,7,-22%,-1%,COc1cccc(NS(=O)(=O)c2cc3c4c(c2)CCC(=O)N4CCC3)c1
2%,-16%,u,5µM*,-2%,11µM*,1,-12%,1%,CSc1ccc(CN2CCCCCC2)cc1
4%,-15%,42%[activator],4%[57.1 µM],53%[activator],25%[12.7 µM],0,-17%,3%,Nc1ccn(-c2ncc(C(F)(F)F)cc2Cl)c(=O)n1
2%,-16%,33%,-13%,-1%,13%[0.501 µM],-2,4%,0%,COc1cc(C(=O)OCCc2cc3ccccc3c(=O)o2)cc(OC)c1OC
-4%,-7%,-19%,u,2%,-36%[59 µM],-6,u,3%,CC1(OC(=O)CCc2ccccc2)C(=O)C=C2C=C(c3ccc(C#N)cc3)N(Cc3ccccc3)C=C2C1=O (stereo not given)
-9%,-18%,42%[activator],3%,22%,18%[59 µM],0,8%,-4%,COc1ccc(S(=O)(=O)N2CCC(NC(=O)OCc3c(Cl)cccc3Cl)CC2)cc1
3%,-7%,23%,-10%,-1%,x,2,3%,9%,CCCS(=O)(=O)N1CCCC(C(=O)NCCN2CCOCC2)C1 (stereo not given)
-1%,-6%,59%[activator],-9%,-1%,x,2,0%,3%,O=C(CN1C(=O)c2cccnc2Oc2ccc(Cl)cc21)NC1CCCCC1
8%,-8%,24%,7%,-2%,u,4,42%[activator],5%,Cc1ccc(N(C(=O)Cn2nnc3ccccc32)C(C(=O)NCc2ccco2)c2cccnc2)cc1 (stereo not given)
-2%,-1%,10%,-20%,-10%,u,1,1%,-2%,O=C(NCCc1ccc2c(c1)OCCO2)c1ccccn1
-25%,-3%,-4%,-28%,2%,x,-20,x,32%[activator],Cn1cccc1C(=O)Nc1ccc(N2CCOCC2)cc1

Compound activity: PubChem, National Center for Advancing Translational Sciences (NCATS)
